RPL19A TOR yeast: RPL19A-GFP expression modulators in yeast, primary screen, cell-based, S. cerevisiae, multiplex flow cytometry, MLPCN. S. cerevisiae RPL19A-GFP strain, 3 h; stronger effect = lower value. percent response vs DMSO, % at 10 µM. 330,000 compounds, 0.3% hits;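 active = percent response vs DMSO below 50%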;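 note: median channel GFP fluorescence of the barcoded RPL19A-GFP strain; ratio of sample median GFP to plate DMSO average so 100% = DMSO; lower means less RPL19A-GFP as with rapamycin TOR inhibition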
MEP2-GFP yeast: modulators of MEP2-GFP levels in yeast, primary screen, S. cerevisiae, multiplex flow cytometry, MLPCN library. S. cerevisiae MEP2-GFP strain, 3 h; 100% = DMSO control level. GFP response vs DMSO, % at 10 µM. 330,000 compounds, 0.51% hits;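 active = GFP response versus DMSO above a set limit, roughly screen mean plus 3 SD, cut at about 180% in these data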;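 note: median GFP fluorescence of the barcode-gated MEP2-GFP cells per well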
VLA-4 inh: inhibition in human VLA-4 binding assay, primary screen, VLA-4 allosteric modulator project, MLPCN library, flow cytometry, VLA-4 expressing cells; ligand binding flow cytometry; inhibition, % (about 7 µM as worked out from the volumes in the protocol); 330,000 compounds, 0.2% hits; in the data active = inhibition above about 50%
Target sequence (P13612 whole entry, looked up): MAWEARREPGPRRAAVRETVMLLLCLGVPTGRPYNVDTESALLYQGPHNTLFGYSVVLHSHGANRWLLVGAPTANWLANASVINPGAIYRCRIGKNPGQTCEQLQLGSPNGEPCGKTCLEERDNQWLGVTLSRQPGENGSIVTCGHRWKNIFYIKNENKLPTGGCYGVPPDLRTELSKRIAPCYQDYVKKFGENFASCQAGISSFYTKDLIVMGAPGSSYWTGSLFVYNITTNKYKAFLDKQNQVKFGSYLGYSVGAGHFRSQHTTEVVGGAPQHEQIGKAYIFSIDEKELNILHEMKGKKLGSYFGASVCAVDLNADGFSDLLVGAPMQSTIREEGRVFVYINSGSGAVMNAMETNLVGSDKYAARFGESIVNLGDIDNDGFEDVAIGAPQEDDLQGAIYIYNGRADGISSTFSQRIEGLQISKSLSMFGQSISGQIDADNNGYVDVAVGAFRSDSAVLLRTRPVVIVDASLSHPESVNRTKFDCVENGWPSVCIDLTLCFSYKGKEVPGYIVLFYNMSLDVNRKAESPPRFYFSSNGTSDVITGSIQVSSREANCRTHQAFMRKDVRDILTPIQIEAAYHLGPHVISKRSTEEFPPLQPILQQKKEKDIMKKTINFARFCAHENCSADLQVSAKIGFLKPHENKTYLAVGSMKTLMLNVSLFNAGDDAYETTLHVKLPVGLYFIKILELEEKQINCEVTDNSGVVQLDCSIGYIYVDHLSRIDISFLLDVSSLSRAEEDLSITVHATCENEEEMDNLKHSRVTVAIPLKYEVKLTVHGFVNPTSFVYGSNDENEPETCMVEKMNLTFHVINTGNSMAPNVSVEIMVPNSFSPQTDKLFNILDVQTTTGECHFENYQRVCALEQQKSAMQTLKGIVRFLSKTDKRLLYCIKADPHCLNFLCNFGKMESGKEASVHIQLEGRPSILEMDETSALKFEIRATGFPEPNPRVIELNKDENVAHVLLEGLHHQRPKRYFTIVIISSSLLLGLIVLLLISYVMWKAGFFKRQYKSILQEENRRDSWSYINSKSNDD
GRK2 aptamer HTS: compounds blocking aptamer binding on GRK2 – biochemical, human GRK2, bead flow cytometry, HTS, primary screen. Beta-adrenergic receptor kinase 1 (Homo sapiens), P25098. FAM-aptamer displacement from GRK2. inhibition of aptamer binding, % at 10 µM. 330,000 compounds, 0.59% hits;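 active = inhibition of aptamer binding above 40%, roughly 3 SD of noise, on plates passing a quality check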;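 note: median bead fluorescence of bound FAM aptamer so fluorescent compounds give negative values; no value below 0 was filed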
LAP4-GFP MLPCN: modulators of LAP4-GFP expression in yeast, primary screen, S. cerevisiae, multiplex flow cytometry, MLPCN library | 3 h; median GFP as percent of DMSO wells | GFP response vs DMSO, % at 10 µM | 320,000 compounds, 0.34% hits;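 active = GFP response vs DMSO above a set limit, about the screen mean plus 3 SD, cut at about 150% in these data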
CIT2 TOR yeast: modulators of CIT2-GFP expression in yeast, primary screen, S. cerevisiae, GFP fusion, multiplex flow cytometry, MLPCN library; S. cerevisiae CIT2-GFP strain, 3 h; 100 means same as DMSO wells; GFP response vs DMSO, % at 10 µM; 320,000 compounds, 0.065% hits; AID 2029, 2009;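 active = GFP response relative to DMSO above a set limit, near the screen mean plus 3 SD, cut at about 150% in these data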;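 note: ratio of well median GFP fluorescence to mean of DMSO wells on the plate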
CR mimetic SO: reduction of superoxide in aged yeast, primary screen, HTS. S. cerevisiae aged cells, superoxide DHE fluorescence; stronger effect = lower value. superoxide response (% of plate mean), % at 10 µM. 330,000 compounds, 0.18% hits. AID 2690, 2010;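 active = superoxide response under a set limit, about three screen SD below normal, cut at about 65% in these data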;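 note: yeast aged for seven days with compound at 30 °C before DHE staining; 100% = average MFI of all compound-treated wells on the plate with controls excluded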
AGP1-GFP MLPCN: modulators of AGP1-GFP expression in yeast TOR pathway, primary screen, cell-based, multiplex flow cytometry, S. cerevisiae, MLPCN library; 3 h; GFP as percent of DMSO wells; GFP response vs DMSO, % at 10 µM; 320,000 compounds, 0.02% hits; AID 2066, 2009;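 active = GFP response relative to DMSO above a set limit, near screen average plus 3 SD, cut at about 150% in these data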;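 note: median GFP channel fluorescence of the gated AGP1 strain per well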
* marks the source's active call; other numbers are inactive results; i = inactive; nt = not tested or not shown. Outcome played no part in choosing rows, and some 1.7% of all compounds hit somewhere here.

A first look:
SMILES	RPL19A TOR yeast	MEP2-GFP yeast	VLA-4 inh	GRK2 aptamer HTS	LAP4-GFP MLPCN	CIT2 TOR yeast	CR mimetic SO	AGP1-GFP MLPCN
Nc1nc(CSc2ncn(-c3ccccc3)n2)cs1	101	112	-2	0	103	106	77	102
Cc1cccc(OCCCCCN2CCOCC2)c1C	101	106	6	0	99	107	97	102

This part in full (from the top)
SMILES	RPL19A TOR yeast	MEP2-GFP yeast	VLA-4 inh	GRK2 aptamer HTS	LAP4-GFP MLPCN	CIT2 TOR yeast	CR mimetic SO	AGP1-GFP MLPCN
Nc1nc(CSc2ncn(-c3ccccc3)n2)cs1	101	112	-2	0	103	106	77	102
Cc1cccc(OCCCCCN2CCOCC2)c1C	101	106	6	0	99	107	97	102
CCOC(=O)c1c(C)[nH]c(C)c1C(=O)COc1ccc(NC(=O)c2ccco2)cc1	100	101	6	2	101	106	89	105
Cn1c(CN2CCOCC2)c(C#N)c2ccccc21	nt	101	4	2	96	99	122	100
CCCC(C)C(=O)Nc1ccc(S(N)(=O)=O)cc1 (stereo unspecified)	100	101	16	1	120	97	103	101
COc1ccccc1C(=O)N/C(=C\c1cn(S(=O)(=O)N(C)C)c2ccccc12)C(=O)N1CCCC1	98	100	9	2	92	99	82	102
COc1ccccc1CNC(=O)Cn1nc(C)c([N+](=O)[O-])c1C	100	98	5	3	107	99	88	104
CCCC1=Nc2cc(C(=O)NCCCN3CCN(C)CC3)ccc2Sc2ccccc21	102	110	8	0	99	110	82	108
CC(C)CN1CCN(Cc2cnc(N3CCOCC3)s2)CC1CCO (stereo unspecified)	100	105	-8	0	96	105	91	97
CCCCCCCCCCSc1n[nH]c(N)n1	106	100	-3	3	94	103	90	94
COc1c2c(cc3oc(=O)ccc13)OC(C)(C)C=C2	103	109	-3	0	110	98	99	103
O=[N+]([O-])c1ccccc1/C=C/C=N/N1CCCCC1	97	95	-5	0	103	91	96	99
O=C(NCCCO)c1nnc(Cc2c(F)cccc2Cl)o1	103	105	6	2	103	111	91	103
O=S(=O)(c1cccc(F)c1)N1CCC(CO)(Cc2cccc(F)c2)CC1	90	87	4	0	86	79	124	88
CCCn1nnnc1NC(=O)c1ccc(C)cc1Cl	98	95	3	2	95	nt	99	97
CCn1c(N2CCN(S(=O)(=O)CC)CC2)nc2ccccc21	100	95	1	1	90	91	91	93
CN1CCN(CCNC(=O)Nc2ccc(Cl)cc2)CC1	99	102	-4	0	110	94	108	108
CN1CCN(c2oc(-c3ccccc3Cl)nc2S(=O)(=O)c2ccccc2)CC1	100	109	-13	0	112	100	92	104
CCOc1ccc(-n2cnnn2)cc1S(=O)(=O)N1CCCCC1	96	93	6	0	91	nt	99	96
COCCNC(=O)c1cnn2c(C(F)(F)F)cc(-c3ccc4c(c3)OCO4)nc12	92	112	i	0	105	105	111	92
CCCCCCCN(C(=O)CCl)c1ccccc1C	103	103	-1	0	93	93	105	96
CCCn1c(=O)c2c(nc3n2CCCN3Cc2ccccc2)n(C)c1=O	105	110	15	1	96	101	93	96
COc1ccc(-c2noc(-c3ccoc3C)n2)cc1OC	94	97	-3	1	98	105	97	94
COc1cc(OC)c(C(=O)O/N=C(\N)c2ccccn2)cc1OC	103	109	3	0	112	99	104	93
Cn1c(N)c(C(=O)COC(=O)CCCc2nc3ccccc3s2)c(=O)n(C)c1=O	98	99	5	0	111	105	103	104

4 compounds from above, sorted by the value under GRK2 aptamer HTS, lowest first.
SMILES	GRK2 aptamer HTS
COCCNC(=O)c1cnn2c(C(F)(F)F)cc(-c3ccc4c(c3)OCO4)nc12	0
CCCn1c(=O)c2c(nc3n2CCCN3Cc2ccccc2)n(C)c1=O	1
CCOC(=O)c1c(C)[nH]c(C)c1C(=O)COc1ccc(NC(=O)c2ccco2)cc1	2
CCCCCCCCCCSc1n[nH]c(N)n1	3

Additional compounds follow.
SMILES	RPL19A TOR yeast	MEP2-GFP yeast	VLA-4 inh	GRK2 aptamer HTS	LAP4-GFP MLPCN	CIT2 TOR yeast	CR mimetic SO	AGP1-GFP MLPCN
Cc1cc(C)cc(C(=O)NCC(=O)OCN2C(=O)c3ccccc3C2=O)c1	101	104	12	3	103	99	97	95
CC(=O)NCCC(=O)Nc1ncc(S(=O)(=O)c2ccc([N+](=O)[O-])cc2)s1	89	94	18	0	96	87	108	99
Cc1ccc(NC(=O)CSc2nnc(Cn3cnc4ccccc43)o2)cc1	104	105	-4	3	97	97	102	101
O=C(c1ccco1)N1CCN(c2ccc(Cl)cc2)CC1	91	100	9	0	94	nt	94	94
CCC(C)Sc1nnc(-c2c[nH]c3ccccc23)n1CCOC (stereo unspecified)	91	92	1	2	90	102	96	90
N#CCCN1CCCc2cc(N=Nc3ccc(C(F)(F)F)cc3)ccc21	94	93	3	2	114	96	112	104
Cn1c(=O)c(=O)n(C)c2cc(N3CCCCC3)c(NS(=O)(=O)c3ccc([N+](=O)[O-])cc3)cc21	105	100	0	2	107	105	110	107
Cc1cc(/C=C(\C#N)C(N)=O)c(C)n1-c1ccc(N2CCOCC2)c([N+](=O)[O-])c1	105	103	6	0	96	100	101	98
CC(=O)Oc1ccc(-c2cccc(C(=O)OCC(=O)Nc3ccccc3Oc3ccccc3)c2)cc1	100	100	10	0	93	101	102	101
CCCCCCn1c(CN2CCN(C(=O)OCC)CC2)nc2c1c(=O)n(C)c(=O)n2C	106	111	13	5	111	109	100	107
CC(=O)Oc1ccc(-c2cccc(C(=O)N(C)c3ccc(O)cc3)c2)cc1	102	101	14	1	99	97	89	103
O=C(NCCCNC(=O)c1cccnc1)c1ccc(Cl)cc1	99	118	-3	0	96	99	93	94
OCCCCNCc1ccc(OCc2ccc(Cl)cc2Cl)cc1	99	96	45	0	103	95	102	96
CCOC(=O)N1CCC(Nc2c(Nc3ccc(F)cc3)c(=O)c2=O)CC1	97	98	-6	5	94	93	113	96
CCOCC(O)CNc1ccccc1 (stereo unspecified)	108	108	41	0	106	94	98	99
CCCn1nc(C(=O)N2CCN(c3ccccn3)CC2)c2ccccc2c1=O	99	102	-4	0	89	110	92	97
O=C(NCc1ccccc1F)Nc1ccc([N+](=O)[O-])cc1	102	113	8	2	103	103	75	104
COc1cccc(OC)c1C(=O)NC(=O)Nc1c(C)cccc1C	107	94	-7	0	96	108	90	100
CCn1c(SCC(=O)N/N=C(\C)c2ccncc2)nnc1-c1ccc(C)cc1	99	98	24	0	106	101	102	108
C/C(CC1(O)/C(=N/O)CCc2nonc21)=N\O (stereo unspecified)	97	101	-1	0	93	94	94	95
Cc1csc(NC(C)c2nc3cc(C(F)(F)F)ccc3n2CCOCCO)n1 (stereo unspecified)	100	91	-28	0	108	90	109	93
CCc1ccc(NC(=O)CCS(=O)(=O)c2cccc3nsnc23)cc1	97	102	-5	1	102	104	97	98
Cc1cccc(-c2nc(C#N)c(NCc3ccco3)o2)c1	95	89	12	0	106	90	87	97
COc1ccc(N2CCN(c3ncccn3)CC2)cc1	95	102	0	0	97	91	95	96
Cc1nc(N)nc(COc2ccccc2)n1	95	96	21	2	98	96	104	93

Full records as entered above. Values in the order: RPL19A TOR yeast	MEP2-GFP yeast	VLA-4 inh	GRK2 aptamer HTS	LAP4-GFP MLPCN	CIT2 TOR yeast	CR mimetic SO	AGP1-GFP MLPCN
Listed for CCC(C)Sc1nnc(-c2c[nH]c3ccccc23)n1CCOC (stereo unspecified) → 91	92	1	2	90	102	96	90
Listed for CCc1ccc(NC(=O)CCS(=O)(=O)c2cccc3nsnc23)cc1 → 97	102	-5	1	102	104	97	98

Limited to CR mimetic SO and CIT2 TOR yeast (6 entries from above):
mol,CR mimetic SO,CIT2 TOR yeast
CCOC(=O)N1CCC(Nc2c(Nc3ccc(F)cc3)c(=O)c2=O)CC1,113,93
CCOCC(O)CNc1ccccc1 (stereo unspecified),98,94
CCCn1nc(C(=O)N2CCN(c3ccccn3)CC2)c2ccccc2c1=O,92,110
O=C(NCc1ccccc1F)Nc1ccc([N+](=O)[O-])cc1,75,103
COc1cccc(OC)c1C(=O)NC(=O)Nc1c(C)cccc1C,90,108
CCn1c(SCC(=O)N/N=C(\C)c2ccncc2)nnc1-c1ccc(C)cc1,102,101

Next results:
SMILES	RPL19A TOR yeast	MEP2-GFP yeast	VLA-4 inh	GRK2 aptamer HTS	LAP4-GFP MLPCN	CIT2 TOR yeast	CR mimetic SO	AGP1-GFP MLPCN
O=C(CSc1ccc(F)cc1)NC12CC3CC(CC(C3)C1)C2	92	95	1	0	98	86	86	92
O=C(c1ccccc1)N1CCN(Cc2c[nH]c3ccccc23)CC1	99	95	-9	1	96	94	101	100
Cc1ccc(NC(=O)N2CCCC2)cc1Cl	104	100	-1	0	108	100	99	104
CCOc1ccc(CC(C(=O)NN)C(=O)NN)cc1CN(C)C	96	105	7	0	92	108	88	101
CCN(CC)C(=O)c1nn(-c2ccccc2)c2c1C1CCC2(C)C1(C)C (stereo unspecified)	91	93	2	0	91	94	95	88
COc1ccccc1NC(=O)Cn1ncc2c1-c1ccccc1OC2	99	98	9	1	94	87	128	87
Cc1ccc(CN(Cc2ccccc2)C(=S)Nc2ccccc2C)o1	108	103	-9	0	100	106	85	108
O=C1CCCN1CCCN1C(=O)N[C@@H](Cc2ccccc2)C1=O	105	105	34	0	108	100	99	109
O=[N+]([O-])c1nn(-c2ccccc2)[n+]([O-])c1N1CCN(c2ccccc2)CC1	91	107	4	0	98	81	98	76
COc1ccc(NC(=O)NNC(=O)COc2ccc3ccccc3c2)cc1OC	104	99	-14	5	86	99	107	99
O=C(Nc1nc(-c2ccncc2)cs1)C1COc2ccccc2O1 (stereo unspecified)	95	99	-13	0	108	91	109	101
CCN(CC)c1nc(N2CCOCC2)c(C#N)c2c1CN(C)CC2	99	107	10	0	105	102	100	107
CCCn1nc([N+](=O)[O-])c(C(C#N)c2nc3ccccc3o2)c(Cl)c1=O (stereo unspecified)	97	89	-6	7	92	81	110	92
COc1ccc(CN(C(=O)c2cc3ccccc3oc2=O)C2CCS(=O)(=O)C2)cc1OC (stereo unspecified)	106	102	-1	24	94	94	104	93
COc1ccc(CCN2CC(C(=O)N3CCSCC3)CCC2=O)cc1 (stereo unspecified)	106	99	3	2	79	86	79	81
CCC(=O)c1ccc(OCC(O)CN(CCc2ccccc2)Cc2ccccc2)cc1 (stereo unspecified)	98	103	13	1	104	98	98	106
Cc1ccc(NC(=O)c2cccs2)cc1S(=O)(=O)N(C)C	102	101	10	1	92	96	99	91
